SRC1 TRFRET art: counter-screen for PPARgamma SRC-1 recruitment agonists: TR-FRET artefact. TR-FRET ratio at 8 µM. TR-FRET detection artefact counter-screen, emission ratio; stronger effect = higher value. AID 1051. actives 0.34% (n = 99,000); in the data active = TR-FRET ratio above about 2300; also: inactives centre near 1800; reference of the scale not given here
SRC3 TRFRET art: flags TR-FRET format artefacts in PPARgamma SRC-3 recruitment agonist screen | TR-FRET artefact counter-screen, PPARgamma/SRC-3 format; stronger effect = higher value | TR-FRET ratio at 8 µM | actives 0.39% (n = 99,000); in the data active = TR-FRET ratio above about 2000; also: inactives centre near 1600; reference of the scale not given here
Starred values were filed as active, the others as inactive.

Order of values: SRC1 TRFRET art | SRC3 TRFRET art
COc1ccc(C2c3[nH]c4ccccc4c3CCN2C(=O)c2cc3ncccn3n2)c(F)c1 (centres undefined)
  1800 | 1478
COc1ccccc1N(C)S(=O)(=O)c1ccc(C(=O)OCC(=O)c2c[nH]c3ccccc23)cc1
  1713 | 1961
Cc1cnc(CN2CCc3c([nH]c4ccccc34)C2C2CCCCC2)[nH]1 (centres undefined)
  1973 | 1694
CCN(CC(=O)NCc1ccc(F)cc1)C(=O)COc1ccc(C)c(C)c1
  1957 | 1602
CCC1CCCCN1C(=O)c1ccccc1OC1CCN(S(C)(=O)=O)CC1 (centres undefined)
  1663 | 1693
Cc1cc(NC(=O)c2cccs2)ccc1NC(=O)Cc1ccccc1
  1572 | 1297
COc1c(/C=N/NC(=O)c2ccccc2O)c(CCN(C)C(C)=O)cc2c1OCO2
  1706 | 1737
COc1ccc(OC)c(NC(=S)N2CCN(Cc3ccccc3)CC2)c1
  1658 | 1542
Cc1cc(C)nc(SCC(=O)NN=C2CCCC2)n1
  1901 | 1557
COc1cc(/C=C2\C(=O)ON=C2c2ccccc2)cc(Cl)c1O
  1753 | 1416
O=C1CC(N2CCN(c3ccccn3)CC2)C(=O)N1c1ccc(F)cc1 (centres undefined)
  2025 | 1790
NCC[C@H](O)C(=O)N[C@@H]1C[C@H](N)[C@@H](O[C@H]2O[C@H](CN)[C@@H](O)[C@H](O)[C@H]2O)[C@H](O)[C@H]1O[C@H]1O[C@H](CO)[C@@H](O)[C@H](N)[C@H]1O
  1562 | 1548
CC(N=Cc1c(O)c2ccccc2oc1=O)C(=O)O (centres undefined)
  1757 | 1635
O=Cc1cc(N=Nc2cccc(C(=O)O)c2)ccc1O
  1449 | 1472
O=C(c1sc2cccc(F)c2c1Cl)N1CCN(c2ncccn2)CC1
  1718 | 1549
CC(/C=C1\SC(=S)N(CCCC(=O)Nc2ccc(C(=O)O)c(O)c2)C1=O)=C\c1ccccc1
  1484 | 1404
O=C(NC1CC1)C1CCCN(C(=O)Nc2ccc(F)cc2)C1 (centres undefined)
  1463 | 1585
CC(C)C1Oc2cc3oc(=O)ccc3cc2C1=O (centres undefined)
  1420 | 1369
O=C(O)/C(=C\c1ccco1)NC(=O)c1ccccc1
  2011 | 1672
O=C(NCCC1=CCCCC1)C(=O)NCC1OCCCN1S(=O)(=O)c1ccccc1 (centres undefined)
  2006 | 1457
COc1ccc(-c2[nH]nc3oc(=O)c(CCO)c(C)c23)cc1
  1706 | 1508
OC(c1ccccc1)c1cccnc1 (centres undefined)
  1710 | 1594
Cc1ccc(Nc2c([N+](=O)[O-])c(=O)oc3ccccc23)cc1
  1880 | 1383
CCN1CCN(c2c(C(=O)c3ccc(OC)cc3)cnc3ccccc23)CC1
  2013 | 1716
Cc1ccc(C(=O)N2CCc3ccccc32)o1
  1547 | 1267
CC(C)(C)N(NC(=O)c1ccccc1)C(=O)c1ccc(C(=O)N(NC(=O)c2ccccc2)C(C)(C)C)cc1
  2032 | 1671
Cc1c(C#N)c(N)nc2c3c(sc12)NC(=O)CC3c1ccc(Cl)cc1 (centres undefined)
  1703 | 1693
COc1ccc2cc3c(N)nn(C(=O)C4CCC(C(C)(C)C)CC4)c3nc2c1 (centres undefined)
  1737 | 1568
CCCCCCNC(=O)c1cccc(-c2ccc(C)c3ccccc23)n1
  2004 | 1620
Cc1ccnc(NS(=O)(=O)c2ccc(NC(=O)c3ccc(S(=O)(=O)N4CCCC4)cc3)cc2)n1
  2097 | 1330
CC(C)CNC(=S)NC(=O)c1ccc(Cl)cc1Cl
  1889 | 1407
CCOc1ccc(/C=N/OCC(=O)NCc2cccs2)cc1
  1663 | 1410
O=C(CCc1ccccc1)NN1C(=O)C2C3C=CC(O3)C2C1=O (centres undefined)
  1540 | 1454
Cc1cc(Sc2nc(NC(C)(C)C)nc(N3CCOCC3)n2)nc(Cl)n1
  1539 | 1583
COc1ccccc1CCc1nnc(CCC(=O)NC(C)Cc2cccnc2)o1 (centres undefined)
  1491 | 1523
CCCCNS(=O)(=O)c1ccc2nc(-c3cccnc3)cc(C(=O)NC(C)CC)c2c1 (centres undefined)
  1824 | 1652
COc1ccc(NC(=O)COC(=O)[C@@H](NC(=O)c2c(F)cccc2F)C(C)C)cc1
  1726 | 1460
O=C(Cc1ccc(Br)cc1)N(Cc1ccccc1)c1ccccn1
  1892 | 1582
COc1ccc(NC(=O)C2=C(C)NC(=S)NC2c2ccc(O)c(OC)c2)cc1 (centres undefined)
  2097 | 1650
Cc1nc2c([N+](=O)[O-])c(C)c(C)cc2[nH]1
  1830 | 1554
Cc1ccc2nc(N(CCCN(C)C)C(=O)COc3ccc(Cl)cc3)sc2c1
  1998 | 1701
Cn1nc(C(=O)NCCOc2ccccc2)c2ccccc2c1=O
  1629 | 1430
CN(Cc1ccccc1)C(=O)c1ccccc1Br
  1811 | 1604
COC(=O)c1ccccc1NC(=S)N1CCC(N2CCCCC2)CC1
  1992 | 1620
COc1ccccc1/C=C(/CC(=O)NCc1ccc2c(c1)OCO2)c1nc2ccccc2s1
  1940 | 1751
COc1ccc(/C=N/Nc2ncnc3c2[nH]c2ccccc23)c(OC)c1OC
  1552 | 1649
O=C(c1ccccc1)N1CCN(c2nc3ccc([N+](=O)[O-])cc3s2)CC1
  1810 | 1575
Cc1ncoc1C(=O)N1CCCC(C(=O)c2cccc3ccccc23)C1 (centres undefined)
  1744 | 1600
COc1ccc(C2Nc3ccccc3C(=O)N2NC(C)=O)cc1OC (centres undefined)
  1751 | 1530
Cn1cnnc1SCC(=O)Nc1ccc(F)cc1F
  1749 | 1654
CCOC(=O)C1=C(C)NC(=NC)SC1c1ccccc1 (centres undefined)
  1523 | 1602
COc1ccc2cc(Br)ccc2c1CC(=O)NC(C)(C)C
  2214 | 2048
COc1cc(/C=N/Nc2ccc(C)cc2)cc(Br)c1O
  2000 | 1591
O=S(=O)(NC(=S)NC1CCCCC1)c1ccc(Br)cc1
  1856 | 1705
Cc1cc(C)c2oc(C(=O)Nc3ccc(S(=O)(=O)N4CCC(C)CC4)cc3)cc(=O)c2c1
  1905 | 1589
O=C(CCNC(=O)Cn1ccc2ccccc2c1=O)NCC1CCCC1c1ccccc1 (centres undefined)
  2078 | 1793
CC(C)(Sc1cc(C(C)(C)C)c(O)c(C(C)(C)C)c1)Sc1cc(C(C)(C)C)c(O)c(C(C)(C)C)c1
  1769 | 1587
CCCCOc1ccc2c(c1)C(=O)c1cc(O)ccc1-2
  2002 | 1531
O=C(NCCCc1ccccc1)c1cccc([N+](=O)[O-])c1
  1660 | 1594
CN1C=CC=C/C1=C1\SC(=S)N(Cc2ccccc2)C1=O
  2015 | 1609

Next section
Order of values: SRC1 TRFRET art | SRC3 TRFRET art
CCNC(=O)COC(=O)c1[nH]c(C)c(C(=O)OC)c1C
  1784 | 1439
COc1cc(OC)cc(C(=O)OCc2ccc([N+](=O)[O-])cc2)c1
  1947 | 1649
O=C(COc1ccc(Cl)cc1)NCCSCc1ccccc1Cl
  2138 | 1677
CC(=O)c1ccc(NC(=O)COc2ccc3c(c2)OCO3)cc1
  1759 | 1350
CCOC(=O)c1ccc(S(=O)(=O)NNC(=O)COc2cccc(C)c2)cc1
  1796 | 1639
CCOc1cc(N2C(=O)CC3CS(=O)(=O)CC32)c(OCC)cc1NC(=O)c1ccccc1 (centres undefined)
  1909 | 1399
COc1ccc(NC(=O)COc2ccc(C(=O)OCC(=O)N(C(C)C)C(C)C)cc2OC)cc1
  2055 | 1771
COc1cc2c3c(c1)C(C)CC(C)(C)N3C(=O)C2=O (centres undefined)
  1718 | 1479
CCOC(=O)C1CCCN(c2nc3ccccc3nc2C(C#N)C(=O)OC(C)C)C1 (centres undefined)
  1578 | 1630
NC1=NC(=O)C2(COC(c3cccc([N+](=O)[O-])c3)OC2)S1 (centres undefined)
  1832 | 1687
COc1ccc(NC(=O)/C(C#N)=C/c2ccc(Sc3nncn3C)c([N+](=O)[O-])c2)cc1
  1879 | 1549
O=C(NCCN1C(=O)S/C(=C\c2cccnc2)C1=O)c1cccc(OC(F)F)c1
  1917 | 1667
CCOC(=O)c1c(NC(=S)NCCc2ccccc2)sc2c1CC(C(C)C)OC2 (centres undefined)
  1805 | 1614
O=C(CSc1ccc([N+](=O)[O-])cn1)Nc1ccc(N2CCOCC2)cc1
  1609 | 1657
Cc1ccc(OCC(=O)Nc2ccc(S(=O)(=O)Nc3ccccn3)cc2)c(C)c1
  1660 | 1618
CCN(CC)S(=O)(=O)c1cccc(-c2n[nH]c(=S)n2Cc2ccccc2)c1
  1993 | 1701
Cc1ccc(-c2cc(C(=O)Nc3nccs3)c3ccccc3n2)c(C)c1
  1682 | 1643
COc1cc(OC)cc(C(=O)Nc2ccc([N+](=O)[O-])cn2)c1
  1777 | 1537
O=C(COc1ccc(Cl)cc1)NCCN1CCCCC1
  1831 | 1503
CC1CN(c2nc3c(c(=O)n(C)c(=O)n3C)n2Cc2c(F)cccc2Cl)CC(C)O1 (centres undefined)
  1718 | 1729
O=C(Cn1c(Cc2ccccc2)nc2ccccc21)NCc1ccc2c(c1)OCO2
  1829 | 1499
N#Cc1cc2c(ccc3ccccc32)oc1=O
  1864 | 1454
Cc1ccc(CNC(=O)CNC(=S)N(Cc2ccccc2)Cc2ccccc2F)cc1
  2074 | 1738
COc1ccc(NC(=O)N2CCCC(c3nc(-c4ccc(OC)cc4)no3)C2)cc1 (centres undefined)
  1914 | 1479
COc1cc(OC)c(NC(=O)c2cccc(F)c2)cc1Cl
  1890 | 1486
Cc1cc(C)c(C(=O)Cn2cnc3cc([N+](=O)[O-])ccc3c2=O)cc1C
  1807 | 1488
O=C(c1ccc(OC2CCN(CCc3ccccc3)CC2)cc1)N1CCCC(CO)C1 (centres undefined)
  1625 | 1618
COCCCNC(=S)NCCNc1nc2cc(C)cc(C)c2cc1C#N
  1661 | 1651
O=[N+]([O-])c1cc(/C=N/N/C(=N/c2ccccn2)c2ccccn2)ccc1O
  1530 | 1150
Cn1cnnc1SCC(=O)NCc1ccccc1
  1930 | 1799
CNc1ncnc2sc(-c3ccccc3)cc12
  2133 | 1461
CCOC(=O)c1nn(-c2ccc(OCC)cc2)c2nc(-c3ccco3)c(C#N)c(=O)n12
  1980 | 1668
NNC(=O)C(=O)NCCCN1CCOCC1
  1770 | 1490
O=C(CCc1ccccc1)NNc1cc(N2CCCCC2)nc(N2CCCCC2)n1
  1454 | 1332
O=C(CCN1C(=O)C2C3CCC(C3)C2C1=O)Nc1ccc([N+](=O)[O-])cc1 (centres undefined)
  1874 | 1592
Cc1ccccc1OC(C)C(=O)NCc1cccnc1 (centres undefined)
  1720 | 1173
CCOc1ccc(CSC2=NCCN2)cc1[N+](=O)[O-]
  1955 | 1487
O=C(CCCc1cccs1)Nc1ccc2c(c1)OCO2
  1632 | 1439
COc1ccc(C(=O)c2c[nH]c(C(=O)N=CN(C)C)c2)cc1
  1450 | 1527
Cc1ccc(CSCCC(=O)NCCc2ccc(Cl)cc2)cc1
  1776 | 1645
Clc1ccc(CN2CCN(/N=C/c3ccco3)CC2)cc1
  1671 | 1375
COc1ccc(S(=O)(=O)N(C)c2ccc(C(=O)N3CCC(C(N)=O)CC3)cc2)cc1OC
  1806 | 1460
C=C(C(=O)c1ccccc1)C(CC(=O)c1ccccc1)c1ccccc1 (centres undefined)
  1838 | 1855
CCN(C(=O)COC(=O)c1cc(-c2ccc(C)o2)nc2ccccc12)C1CCS(=O)(=O)C1 (centres undefined)
  1825 | 1412
COc1cc([N+](=O)[O-])ccc1NC(=O)CSc1n[nH]c(C(C)C)n1
  1475 | 1311
Cc1cc(C)cc(OCC(O)CN2CCN(Cc3ccc4c(c3)OCO4)CC2)c1 (centres undefined)
  1645 | 1563
O=C(Nc1ccccc1)Nc1ccc(Cl)c(S(=O)(=O)N2CCOCC2)c1
  1864 | 1569
CCS(=O)(=O)C1=NN2C(=N)/C(=C\c3ccc(SCc4ccco4)o3)C(=O)N=C2S1
  1775 | 1587
O=C(c1ccc([N+](=O)[O-])cc1)N(c1ccccn1)c1ccccn1
  1869 | 1415
COc1cccc(CC(NC(C)=O)C(=O)NC2CCN(c3c4c(nc5ncnn35)CCC4)CC2)c1OC (centres undefined)
  1831 | 1642
N#C/C(=C/c1cn(-c2ccccc2)nc1-c1cccc(S(=O)(=O)N2CCOCC2)c1)C(=O)NCc1ccco1
  1881 | 1619
Cc1nc(C)c(CC(=O)N/N=C/c2ccc(O)cc2)c(=O)[nH]1
  1756 | 1717
NC(=O)C(CC(=O)O)NC(=O)[C@@H]1CCOc2c(I)cc([N+](=O)[O-])cc2C(=O)N[C@@H](CO)C(=O)N[C@@H](Cc2ccc(O)cc2)C(=O)N1 (some centres undefined)
  1809 | 1606

High-throughput results from PubChem.

A portion of the library; count on the stated rates, not on these rows.
